# AID2073: inhibitors of Mint1-CaV2.2 protein interaction, biochemical, HTRF (AID 2073) | HTRF protein-protein interaction, Mint1-CaV2.2; higher % means a stronger effect | inhibition, % at 20 µM, or IC50 in µM where a hit was titrated | 0.19% of 290,000 active; in the data active = inhibition mostly above about 51%, no sharp cut-off; inconclusive = no clear call, values can overlap the other calls; inactive = mostly below about 53%; also: some results filed as inactive read as strong as hits
# Lipid droplet: inhibitors of hepatocyte lipid droplet formation, primary screen, imaging, high-throughput imaging, BODIPY stain; AML12 mouse hepatocytes, oleate lipid droplets; inhibition, % at 6.5 µM; 0.4% of 240,000 active;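 active = lipid droplet intensity inhibited by at least 50%, with more than 500 cells counted; inconclusive = wells with under 300 cells, treated as cytotoxic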
#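 Material – AML12 mouse liver cells · Also added – oleate loading, 100 µM · Compound dosing – 6.5 µM single-point dosing · Times – overnight treatment with compound plus oleate · Measured by – fluorescence imaging, 20x objective, two fields per well · Read-out – percent inhibition of filter-corrected integrated lipid droplet intensity per well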
# CSM14.1 death rescue: rescue of cells from ER stress-induced death, primary screen, 384-well, CSM14.1, thapsigargin, ATP luminescence (AID 1222); 190,000 tested, under 10 active; CSM14.1 thapsigargin-induced death rescue, ATP luminescence; higher % means a stronger effect; cellular ATP content (survival), % at 20 µM; hits with a dose series show EC50 in µM;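 active = EC50 below 50 µM in the dose-response confirmation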;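 also: death triggered by thapsigargin at about 15 µM added after 2 h compound pretreatment; cell ATP read after overnight thapsigargin exposure of roughly 18 to 22 hours; normalized against plate controls of thapsigargin alone and 5% DMSO vehicle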
# M1AAP inhibition: P. falciparum M1AAP inhibitors, biochemical, fluorogenic H-Leu-NHMec substrate, 1536-well (AID 1445). recombinant M1AAP, H-Leu-NHMec fluorogenic kinetic assay; higher % means a stronger effect. inhibition, % at 30 µM, or IC50 in µM where a hit was titrated. 0.42% of 220,000 active;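 active = primary inhibition above the hit cutoff, then over 50% inhibition at one or more dose response concentrations, cut at about 23% in these data, passing the limit was not always enough; inconclusive = conflicting primary data, or primary hits not chosen for dose response; inactive = low primary inhibition, or under 50% at every dose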;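 also: plate controls were DMSO full reaction for no effect and no enzyme background for full effect; strong numbers were not always called active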
# LYP phosphatase: inhibitors of LYP phosphatase, biochemical, fluorescence intensity, uHTS (AID 1779); inhibition, % at 11.5 µM, or IC50 in µM where a hit was titrated; Tyrosine-protein phosphatase non-receptor type 22 (Homo sapiens); recombinant LYP phosphatase, fluorescence intensity; higher % means a stronger effect; 0.054% of 290,000 active;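 also: plate controls were vehicle with enzyme for no effect and no enzyme for full effect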
# P. falciparum M17LAP: P. falciparum M17LAP inhibitors, primary screen, biochemical, fluorogenic H-Leu-NHMec substrate, 1536-well (AID 1619); recombinant M17LAP, H-Leu-NHMec fluorogenic kinetic assay; higher % means a stronger effect; inhibition, % at 30 µM, or IC50 in µM where a hit was titrated; 0.38% of 220,000 active; Leucine aminopeptidase (Plasmodium falciparum (isolate 3D7));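 active = compound inhibiting the enzyme by more than half at any dose during confirmatory dose-response retesting; inconclusive = strong single-dose inhibitors picked by rank but not retested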;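 also: plate controls were full reaction with DMSO carrier for no effect and no enzyme background for full effect; strong numbers were not always called active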
# SIAH1 antagonists: Siah-1 peptide-binding antagonists, primary screen, biochemical, fluorescence polarization, rhodamine-plectin, uHTS (AID 1817); Siah-1 / rhodamine-plectin peptide fluorescence polarization; higher % means a stronger effect; one-dose displacement, % at 20 µM; IC50 in µM for titrated hits; 0.02% of 290,000 active;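 active = displacement of at least 50% at 20 µM, with a fluorescence ratio check between 0.3 and a set limit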;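 also: plate controls were Siah plus tracer with DMSO for no effect and tracer alone without Siah for full effect; strong numbers were not always called active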
# XIAP displacement: XIAP antagonists, biochemical, IAP family, fluorescence polarization (AID 1018). XIAP BIR domain, fluorescence polarization peptide displacement; higher % means a stronger effect. 0.007% of 200,000 active. displacement, % at 20 µM; hits with a dose series show IC50 in µM; in the data active = displacement above about 50%; also: a part of the inactive calls stands beside numbers as strong as those of hits
# NOD2 inhibition: NOD2 signaling inhibitors, cell-based, luminescence, uHTS, HEK293 (AID 1566); HEK293 NOD2/NF-kB luciferase reporter, luminescence; higher % means a stronger effect; one-dose inhibition, % at 4 µM; EC50 in µM for titrated hits; 0.63% of 290,000 active; also: many of its hits are not listed in these tables
# Lipid droplet cells 6.5 µM: further read-out of Lipid droplet, marked with its call; cell count; measured here: cell count, cytotoxicity flag;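 cells counted across two imaged fields per well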
# * = called active by the depositor; ? = inconclusive; / = not tested or not shown. Rule as the data show it, unless noted: active = inhibition above about 50%; inactive = the rest. Not all compounds are listed; the hit share may differ from the screen's.
SMILES,AID2073,Lipid droplet,Lipid droplet cells 6.5 µM,CSM14.1 death rescue,M1AAP inhibition,LYP phosphatase,P. falciparum M17LAP,SIAH1 antagonists,XIAP displacement,NOD2 inhibition
CCOC(=O)C1=NNC2(c3ccccc3)C(=O)N(c3cccc(Br)c3)C(=O)C12 (stereo unspecified),2%,1,732,-4.6%,-1%,0%,2%,12%,-8.9%,10%
CCCSc1nc(C)c(CC(=O)O)c(=O)[nH]1,-5%,/,/,1.7%,0%,-2%,-3%,6%,-4.6%,8%
CCn1c(SCC(=O)NNC(=O)c2ccc(OC)cc2)nnc1C(C)C,-2%,15,748,/,/,-5%,/,14%,/,-1%
CCN(CC)C(NC(=O)c1ccccc1)C(=O)c1ccccc1 (stereo unspecified),12%,/,/,-1.2%,8%,2%,8%,1%,-5.4%,-7%
NC(=O)CCn1c2ccccc2c2ccccc21,2%,2,698,-0.8%,12%,-2%,2%,0%,-4.2%,18%
Cc1ccc(C(C(=O)NC(C)(C)C)N(CC2CCCO2)C(=O)c2csnn2)cc1 (stereo unspecified),2%,-18,818,/,/,-5%,/,11%,/,-14%
COc1cccc(-n2c(SCC(=O)NCC3CCCO3)nc3c([nH]c4ccccc43)c2=O)c1 (stereo unspecified),2%,-5,663,/,/,-4%,/,4%,/,6%
COc1ccc(OC)c(-n2nnnc2SCC(=O)Nc2ccc3c(c2)OCCO3)c1,-12%,/,/,1.4%,-4%,-6%,-9%,-2%,-4.9%,-1%
Cc1cccc(C(C)C)c1NC(=O)c1cccnc1,1%,-23,756,-0.2%,11%,-9%,13%,1%,-0.5%,14%
Cc1ccc(-c2nnc3n2N=C(c2ccccc2Br)CS3)cc1,4%,/,/,0.9%,4%,-8%,-5%,2%,-1.7%,8%
COc1cc(CO)c(Br)cc1OCC(=O)Nc1ccccc1C,0%,-8,752,-1.5%,-1%,-8%,2%,4%,-11%,-1%
CC(=O)c1cccc2c(O)c(C3=Nc4ccccc4C3=O)[nH]c12,21%,-10,707,2.4%,0%,-4%,14%,2%,-2.6%,-33%
COc1cccc(N2CCN(C(=O)Cn3c(=O)oc4ccccc43)CC2)c1,2%,0,825,/,/,-7%,/,0%,/,4%
COC(=O)c1ccc2c(c1)NC(=O)C(N1CCCCC1)S2 (stereo unspecified),-3%,/,/,-0.5%,-11%,1%,0%,-2%,-2.4%,1%
COc1ccc(N(CC(=O)NCCSCc2cccc(Cl)c2)S(C)(=O)=O)cc1,6%,-2,857,/,/,-9%,/,-1%,/,2%
O=C(Nc1ccc(N2CCOCC2)cc1)c1nc2ccccc2s1,22%,1,664,/,-5%,-10%,-7%,-1%,/,-81%
CCn1c(SCC(=O)O)nnc1-c1ccccc1OC,-4%,2,671,1.5%,-1%,-8%,-8%,-5%,-4.4%,10%
COc1ccc(C(=O)c2c[nH]c3ccccc23)cc1,0%,5,793,-0.1%,0%,0%,3%,2%,-2.9%,-46%
O=C(NS(=O)(=O)c1ccccc1)c1ccccc1,0%,-1,807,-3.9%,3%,-6%,5%,0%,-8.1%,-2%
CCOc1ccc(NC(=O)N2CCC(n3nnc4ccccc43)CC2)cc1,-7%,3,698,-0.6%,10%,-5%,2%,-1%,-2.9%,10%
CCOC(=O)Cn1cnc(-c2ccc([N+](=O)[O-])cc2)c1,14%,-4,590,1.0%,4%,3%,23%,5%,-2.0%,-20%
COC(=O)c1ccc(OCC(O)CN2C(=O)NC(C)(C)C2=O)cc1 (stereo unspecified),11%,12,721,-2.2%,6%,-7%,10%,3%,-5.0%,-12%
CSc1ncc(C(C)=O)c(C)n1,5%,-2,711,0.6%,1%,-1%,-7%,3%,-3.5%,0%
CCC(=O)Nc1nc(N)n(-c2ccccc2)n1,17%,9,785,-1.8%,-2%,-8%,-3%,1%,1.8%,11%
Cc1ccc(S(=O)(=O)Cc2c(C)noc2C)cc1,-7%,-1,679,-3.6%,-4%,-4%,-15%,0%,-1.7%,2%
O=C(c1ccccc1)N1CCN(c2ncccn2)CC1,10%,/,/,/,/,-13%,/,-1%,/,19%
Cc1cc(C(=O)Nc2c(F)cc(F)cc2Br)no1,2%,-7,696,-2.4%,0%,-2%,11%,3%,-5.2%,9%
CC(=O)c1cc(F)c(N2CCCC2)cc1C,2%,/,/,-1.5%,4%,-8%,1%,-4%,-4.4%,-8%
CCCc1ccc(-c2cc(C(=O)Nc3ccc([N+](=O)[O-])cn3)c3ccccc3n2)cc1,29%,-23,660,-1.3%,-3%,2%,-7%,-2%,-5.2%,-30%
Cc1cccc(-n2c(SCC(=O)Nc3nonc3C)nnc2-c2ccoc2C)c1,29%,/,/,-0.6%,1%,-3%,-2%,-1%,-2.6%,-9%
O=C(c1ccc(Cn2cnnn2)cc1)N1CCCC(Nc2ccc(F)cc2)C1 (stereo unspecified),-8%,-12,804,/,/,-7%,/,-4%,/,14%
Cc1ccc(C(=O)NCC(=O)OC(C)C(=O)Nc2ccc(N(C)C)cc2)s1 (stereo unspecified),-30%,5,671,-1.8%,9%,-5%,21%,0%,-7.0%,-1%
CCOC(=O)C1(CCc2ccccc2)CCN(C(=O)CCc2cnn(C)c2)CC1,8%,1,743,1.0%,0%,0%,-3%,4%,-4.9%,-7%
COc1ccc(NC(=O)COc2ccc(/C=N/NC(=O)c3cccnc3)cc2OC)cc1,-5%,-4,666,-0.1%,?,0%,0%,3%,-6.7%,13%
COc1ccc(OC)c(NC(=O)CNC(=O)Cn2c(C)cc3ccccc3c2=O)c1,-4%,14,748,-1.0%,2%,-8%,-3%,2%,-3.2%,20%
O=C(O)c1cccc2c(/C=N/Nc3ccccn3)c[nH]c12,-4%,-8,808,/,13%,-1%,-2%,6%,/,-44%
COc1cc(OC)cc(C(=O)Nn2cnnc2)c1,-2%,-1,725,/,5%,-4%,19%,2%,/,12%
Cc1nn(CC(=O)NCCCN2CCN(C)CC2)c(=O)c2cc(-c3ccccc3)nn12,-2%,0,715,/,/,-9%,/,-4%,/,7%
N/C(=N\NS(=O)(=O)c1ccccc1C(F)(F)F)c1ccccn1,2%,-5,673,/,2%,0%,-10%,5%,/,17%
CCN1CCN(C(=O)CN(c2cccc(Br)c2)S(=O)(=O)c2ccccc2)CC1,4%,-2,507,-0.1%,12%,-10%,-20%,-1%,-2.2%,-4%

# Some of these compounds in order of their number in LYP phosphatase, smallest number first.
Compound,AID2073,M1AAP inhibition,LYP phosphatase,P. falciparum M17LAP,SIAH1 antagonists,XIAP displacement,NOD2 inhibition
O=C(c1ccccc1)N1CCN(c2ncccn2)CC1,10%,/,-13%,/,-1%,/,19%
Cc1nn(CC(=O)NCCCN2CCN(C)CC2)c(=O)c2cc(-c3ccccc3)nn12,-2%,/,-9%,/,-4%,/,7%
Cc1cccc(-n2c(SCC(=O)Nc3nonc3C)nnc2-c2ccoc2C)c1,29%,1%,-3%,-2%,-1%,-2.6%,-9%
O=C(O)c1cccc2c(/C=N/Nc3ccccn3)c[nH]c12,-4%,13%,-1%,-2%,6%,/,-44%
COc1ccc(NC(=O)COc2ccc(/C=N/NC(=O)c3cccnc3)cc2OC)cc1,-5%,?,0%,0%,3%,-6.7%,13%
CCOC(=O)Cn1cnc(-c2ccc([N+](=O)[O-])cc2)c1,14%,4%,3%,23%,5%,-2.0%,-20%

# (further entries)
SMILES,AID2073,Lipid droplet,Lipid droplet cells 6.5 µM,CSM14.1 death rescue,M1AAP inhibition,LYP phosphatase,P. falciparum M17LAP,SIAH1 antagonists,XIAP displacement,NOD2 inhibition
NS(=O)(=O)c1ccc(NC(=O)c2cc(=O)c3ccccc3o2)cc1,-2%,5,756,/,/,-5%,/,-3%,/,-2%
Cc1ccccc1NC(=O)CCC(=O)N/N=C/c1c[nH]c2ccccc12,1%,-2,726,-2.8%,4%,-1%,2%,18%,-4.5%,8%
COC(=O)c1cc(=O)nc2sc(-c3ccc(F)cc3)nn12,-10%,/,/,-0.4%,-3%,-3%,13%,3%,-3.9%,8%
C[C@@H](C(=O)NCc1ccccc1)[C@H]1C[C@]1(C)[C@H](NC(=O)OCc1ccccc1)c1ccccc1,-1%,-33,708,-3.1%,6%,15%,3%,0%,-7.7%,4%
O=C(Nc1ccccc1C(F)(F)F)c1ccc2nccnc2c1,0%,8,841,/,/,-5%,/,3%,/,8%
CCCn1nnnc1SCC(=O)NC1CCCC1,4%,1,814,/,/,0%,/,2%,/,-7%

# Two entries from above, bar-delimited:
structure | AID2073 | Lipid droplet | Lipid droplet cells 6.5 µM | CSM14.1 death rescue | M1AAP inhibition | LYP phosphatase | P. falciparum M17LAP | SIAH1 antagonists | XIAP displacement | NOD2 inhibition
O=C(Nc1ccccc1C(F)(F)F)c1ccc2nccnc2c1 | 0% | 8 | 841 | / | / | -5% | / | 3% | / | 8%
CCCn1nnnc1SCC(=O)NC1CCCC1 | 4% | 1 | 814 | / | / | 0% | / | 2% | / | -7%
